High-throughput results as filed in PubChem.
HT1080NT lethal: kills 2HG-producing HT-1080-NT fibrosarcoma cells; Potency, µM (series often up to 46.1 µM), for the others: at the highest dose activity, negative = less viability, actives largely listed as cytotoxic; HT-1080-NT fibrosarcoma viability, CellTiter-Glo ATP luminescence, 48 h; 1.6% of 360,000 active; AID 686970;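 note: NT is the 2HG producing partner of a matched IDH1 knockdown line; potency is the fitted concentration of half-maximal effect; 0% = DMSO-treated cells and -100% = media-only wells without cells; nearly all actives have a fitted effect of over 55% in size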
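A 48-hour cytotoxicity screen used HT-1080-NT cells plated 2 hours before compound delivery. ATP-based CellTiter-Glo luminescence measured viability, normalized to DMSO and no-cell controls.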
WRN helicase inh: WRN helicase (human) inhibition; Q14191; WRN helicase unwinding, fluorescent forked duplex, kinetic; 0.46% of 360,000 active; Potency, µM (titrated, usually from 114 µM), inactives show top-dose activity change, negative = inhibition, usual class: inhibitors; note: potency is the fitted concentration of half-maximal effect; % is set by controls: 0 for no effect and ±100 for the full control effect; nearly all actives have a fitted effect of over 55% in size
Target sequence (Q14191 whole entry, looked up): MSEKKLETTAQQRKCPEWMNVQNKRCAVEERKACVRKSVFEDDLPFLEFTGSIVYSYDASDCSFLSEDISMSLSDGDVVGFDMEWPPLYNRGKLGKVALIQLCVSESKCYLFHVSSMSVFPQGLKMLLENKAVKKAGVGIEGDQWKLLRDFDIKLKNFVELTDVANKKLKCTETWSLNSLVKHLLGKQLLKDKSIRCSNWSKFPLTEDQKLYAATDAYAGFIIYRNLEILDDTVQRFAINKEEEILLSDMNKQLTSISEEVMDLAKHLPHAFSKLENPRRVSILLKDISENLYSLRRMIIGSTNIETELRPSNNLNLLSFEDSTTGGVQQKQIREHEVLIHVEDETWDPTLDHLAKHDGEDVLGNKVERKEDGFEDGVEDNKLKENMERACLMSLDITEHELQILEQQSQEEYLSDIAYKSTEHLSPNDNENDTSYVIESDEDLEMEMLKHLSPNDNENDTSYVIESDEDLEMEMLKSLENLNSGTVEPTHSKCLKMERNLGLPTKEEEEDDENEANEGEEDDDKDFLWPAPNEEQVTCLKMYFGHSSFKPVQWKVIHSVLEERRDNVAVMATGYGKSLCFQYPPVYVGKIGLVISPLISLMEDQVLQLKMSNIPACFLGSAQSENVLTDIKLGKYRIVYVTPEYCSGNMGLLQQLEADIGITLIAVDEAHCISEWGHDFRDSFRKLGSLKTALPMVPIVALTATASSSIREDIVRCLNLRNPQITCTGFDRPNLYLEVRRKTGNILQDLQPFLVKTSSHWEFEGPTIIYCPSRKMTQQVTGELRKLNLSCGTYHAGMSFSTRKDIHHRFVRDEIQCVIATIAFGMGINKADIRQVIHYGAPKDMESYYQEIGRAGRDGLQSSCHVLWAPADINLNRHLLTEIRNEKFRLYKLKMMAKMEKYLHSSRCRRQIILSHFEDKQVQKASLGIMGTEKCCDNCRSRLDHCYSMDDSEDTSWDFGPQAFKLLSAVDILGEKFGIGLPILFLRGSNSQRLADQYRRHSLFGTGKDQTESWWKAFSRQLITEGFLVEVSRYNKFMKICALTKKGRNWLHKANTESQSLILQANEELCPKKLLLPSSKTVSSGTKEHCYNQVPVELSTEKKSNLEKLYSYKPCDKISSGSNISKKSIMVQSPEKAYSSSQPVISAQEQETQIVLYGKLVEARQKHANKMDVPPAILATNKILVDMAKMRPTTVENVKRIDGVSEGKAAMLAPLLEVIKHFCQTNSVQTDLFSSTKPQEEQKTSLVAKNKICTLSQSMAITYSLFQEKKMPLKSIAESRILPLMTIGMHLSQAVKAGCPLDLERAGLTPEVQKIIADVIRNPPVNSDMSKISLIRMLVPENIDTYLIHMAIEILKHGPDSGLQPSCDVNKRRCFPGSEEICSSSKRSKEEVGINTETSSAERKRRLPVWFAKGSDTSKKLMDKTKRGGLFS
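WRN at 20 nM final was preincubated with compound for 15 min at room temperature; reaction started with 100 nM forked duplex oligonucleotide carrying fluorophore and quencher plus 2 mM ATP (final). Unwinding followed kinetically by red fluorescence (ex 525/em 598 nm).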
HT1080 IDH1KD tx: HT-1080 IDH1 knockdown cell toxicity (counter line); HT-1080 IDH1 knockdown viability, ATP luminescence, 48 h; Potency, µM (highest dose often 46.1 µM), inactives show at the top dose activity, negative = toxicity, hits mostly cytotoxic; 2% of 360,000 active; AID 686971;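 note: potency is the fitted concentration of half-maximal effect; 0% = DMSO wells and -100% = cell-free medium wells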
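In this qHTS, HT-1080 cells depleted of IDH1 are exposed for 48 h at 37 °C to compound titrations. Toxicity is scored from CellTiter-Glo luminescence, with DMSO as full viability and medium alone as none.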
MCF10A rereplic: induces DNA re-replication in MCF 10a normal breast cells | MCF 10A DNA re-replication, Hoechst nuclear intensity, 48 h | Potency, µM (titrated, usually from 46.1 µM), without a hit: top-dose activity, positive = re-replication, hits mostly activators | 2.9% of 350,000 active; note: potency is the fitted concentration of half-maximal effect; % of control where 0% means no effect; nearly all actives have a fitted effect of over 50% in size
KB-V1 MDR tox: KB-V1 MDR subline cytotoxicity; KB-V1 MDR cells viability, CellTiter-Glo, 72 h; AID 1347076; Potency, µM (series often up to 46.1 µM), for the others: at the top dose activity change, negative = cytotoxicity, actives largely listed as cytotoxic; 3.4% of 400,000 active; note: potency is the fitted concentration of half-maximal effect; % is set by controls: 0 for no effect and ±100 for the full control effect; nearly all actives have a fitted effect of over 60% in size
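Luminescent ATP read-out (CellTiter-Glo, 10 min) measures survival of drug-selected KB-V1 MDR cells after 72 h, 37 degrees C compound exposure. Medium: phenol-red-free DMEM, 10% FBS. Values from fitted concentration-response curves.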
IL1B secr inh: inhibitors of inflammasome signaling (IL-1 beta secretion); THP-1 LPS/ATP IL-1B secretion, AlphaLISA, 16 h; active compounds read low; AID 743279; 4.7% of 360,000 active; activity change, % at 57.5 µM; in the data active = activity change below about -50%; inconclusive = mostly about -30% to -49%; note: % is set by controls: 0 for no effect and ±100 for the full control effect
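THP-1 cells pretreated 1 hr with compounds (up to 57.5 uM final), then stimulated with LPS (250 ng/mL final) plus ATP (1.25 mM final); secreted IL-1B measured by AlphaLISA after 16 hr, decreased signal indicating inhibition.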
SW480 rerep: inducers of DNA re-replication in SW480 colon cancer cells; SW480 DNA re-replication, Hoechst DNA content imaging, 48 h; Potency, µM (highest dose often 46.1 µM), without a hit: at the top dose re-replication activation, most hits filed as activators; 1.8% of 340,000 active; note: potency is the fitted concentration of half-maximal effect; % of control where 0% means no effect; nearly all actives have a fitted effect of over 55% in size
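250 cells/well; 23 nL cpd via pin tool; 48 hr, 37 C, 5% CO2; Hoechst 40 min; imager read of total nuclear intensity, ex 405/em 500-530 nm.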
KB-3-1 cytotox: KB-3-1 parental cell cytotoxicity. KB-3-1 viability, CellTiter-Glo ATP luminescence, 72 h. Potency, µM (titrated, usually from 46.1 µM), without a hit: at the highest dose activity change, negative = cytotoxic, usual class: cytotoxic. 1.4% of 400,000 active; note: potency is the fitted concentration of half-maximal effect; % is set by controls: 0 for no effect and ±100 for the full control effect; nearly all actives have a fitted effect of over 60% in size
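Here the drug-naive KB-3-1 line serves as comparator for MDR sub-line selectivity; cells received compound titrations, 72 h at 37 °C, then CellTiter-Glo readout.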
ATXN2 expr inh: reduces ATXN2 reporter expression in HEK-293 cells; HEK-293 ATXN2-luciferase reporter, luminescence, 24 h; Potency, µM (series often up to 57 µM), for the others: at the highest dose activity change, negative = inhibition, most hits filed as inhibitors; 0.72% of 360,000 active; note: potency is the fitted concentration of half-maximal effect; % is set by controls: 0 for no effect and ±100 for the full control effect; nearly all actives have a fitted effect of over 55% in size
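qHTS (up to 57 uM final) was run with 24 h compound exposure of reporter cells at 37 °C. Each well was multiplexed: SteadyGlo luminescence measured ATXN2-luciferase expression after a fluorogenic Gly-Phe-AFC viability readout (25 uM final).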
Active calls of the source: *; u = inconclusive; x = no result given; [ ] = remark or other dose. Unless noted, calls come from the whole dose curve; as a rule, active = well fitted curve in the direction sought with a large enough effect; inconclusive = small, poorly fitted or top-dose-only effect, or another doubt; inactive = no such curve, though single readings can be large; an effect the other way counts as inactive or inconclusive.

SMILES	HT1080NT lethal	WRN helicase inh	HT1080 IDH1KD tx	MCF10A rereplic	KB-V1 MDR tox	IL1B secr inh	SW480 rerep	KB-3-1 cytotox	ATXN2 expr inh
O=C(O)CNS(=O)(=O)Cc1ccccc1	23%	4%	15%	3%	13%	-16	-16%	9%	-3%
c1cncc(CNc2ncnc3ccc(-c4ccc5c(c4)OCCO5)cc23)c1	x	x	x	-1%	0%	x	-9%	2%	-8%
O=C(O)C1C2C=CC(C2)C1C(=O)Nc1cccc(F)c1 (stereo unspecified)	-4%	11%	-4%	3%	2%	12	-1%	10%	-11%
CCOC(=O)N/N=C(/c1ccccc1)C1CCCCC1	-1%	-1%	-2%	-7%	-15%	0	u	3%	26%
O=C(C1CC1)N1CCN(Cc2ccccc2)CC1	-23%	8%	10%	u	10%	24	-1%	-1%	-10%
Cc1ccc(NC2C(=O)NC(=O)NC2=O)cc1	-15%	-18%	-7%	23%	-12%	13	11%	-5%	19%
Cc1cc(C)cc(OCC(=O)OCC(=O)Nc2cc(C)nn2-c2ccccc2)c1	8%	-4%	14%	-4%	-2%	28	-4%	2%	5%
COc1cc(NS(=O)(=O)c2ccc(NC(=S)NC(=O)c3sc4ccccc4c3Cl)cc2)ncn1	8%	u	5%	13%	-18%	15	-5%	-9%	-3%
COc1ccccc1NC(=O)Nc1c(C)nn(C)c1C	8%	-35%	5%	8%	1%	23	1%	0%	-5%
CCN(C(=O)COC(=O)COc1ccc(Cl)c(C)c1)C1CCS(=O)(=O)C1 (stereo unspecified)	9%	0%	4%	0%	-22%	13	-2%	30%	5%
O=C(/C=C/c1cccs1)NC(=S)Nc1ccc(C(=O)O)cc1	0%	1%	15%	-4%	11%	u	u	3%	x
O=C(c1cccc([N+](=O)[O-])c1)n1nc(-c2ccccc2)nc1NCc1ccccc1	7%	-30%[57.1 µM]	2%	6%	-20%	-24	-4%	u	29%
CC/C(C)=N/NC(=S)NCc1ccco1	8%	-8%	9%	-2%	-4%	-3	-3%	15%	3%
COc1ccc(-c2oc(=O)c3cc(OC)c(OC)cc3c2/C=C/c2ccc(F)cc2)cc1	12%	-2%	16%	u	7%	5	u	-2%	4%
CCCNC(=O)Cn1c(=O)oc2ccccc21	10%	-28%[57.1 µM]	13%	2%	-1%	40	0%	11%	-9%
COC(=O)C1=C(C(=O)OC)[C@@H]2N(Cc3ccccc3)c3ccccc3[C@@]23C[C@@H](C(=O)OC)N(C(C)=O)C3=N1	3%	-1%	7%	10%	26%	26	-12%	0%	-10%
Oc1ccc(N2CCN(Cc3cc4c(cc3Br)OCCO4)CC2)cc1	-17%	-8%	-25%	u	u	-2	25%	-13%	u
CCc1sc(N(C(=O)Cc2ccccc2)c2cccc(F)c2)nc1-c1ccc(C)cc1	25%	0%	15%	u	-1%	-5	-3%	-20%	7%
CN1OC[C@@H]2CN(Cc3ccc(Cl)cc3)[C@H](c3cccc(Br)c3)C[C@@H]21	-9%	-5%	-14%	u	0%	-4	-37%[inhibitor]	0%	-22%
Cc1ccc(CS(=O)Cc2ccc(C(=O)N3CCN(c4ccccc4)CC3)o2)cc1 (stereo unspecified)	-5%	1%	-2%	-13%	-9%	-15	-11%	-4%	x
O=C(C#Cc1ccccc1)c1cccc([N+](=O)[O-])c1	-17%	18µM*	u	2.9µM*	u	-74*	7.3µM*	-18%	22µM*
O=S(=O)(c1ccc(Oc2ccc(F)c(Cl)c2)nc1)N1CCOCC1	0%	7%	-4%	-5%	23µM*	9	-6%	-19%	4%
S=c1[nH]nc(-c2ccc(Cl)cc2)n1/N=C/c1ccco1	6%	-9%	1%	18%	14%	-8	0%	4%	13%
N#Cc1nc(-c2cccc(Cl)c2)oc1NCc1cccnc1	-3%	-6%	-28%	u	u	-11	-8%	6%	0%
CCOC(=O)c1sc(N2C(=O)C(O)=C(C(=O)c3ccco3)C2c2cccc([N+](=O)[O-])c2)nc1C (stereo unspecified)	-7%	-15%	-16%	u	-4%	36	u	16%	-1%
SMILES	HT1080NT lethal	WRN helicase inh	HT1080 IDH1KD tx	MCF10A rereplic	KB-V1 MDR tox	IL1B secr inh	SW480 rerep	KB-3-1 cytotox	ATXN2 expr inh
CSc1ccccc1NC(=O)CN(C)Cc1cc(=O)n2ccsc2n1	6%	-6%	-3%	-1%	u	37	7%	19%	-5%
COc1ccc(C2(NC(C)=O)CCN(C(=O)c3cccs3)CC2)cc1	1%	2%	11%	4%	17%	0	-5%	-5%	23%
Cc1ccc(C(=O)N/N=C/c2ccc(-c3cccc(C(F)(F)F)c3)o2)cn1	u	-27%	2.1µM*	9.2µM*	8.2µM*	3	7.3µM*	6.5µM*	-27%
CCOC(=O)C(=O)Nc1ccc(F)cc1	1%	1%	4%	-4%	u	-7	-3%	1%	4%
Cc1ccccc1NC(=O)C1CCCN(c2ncnc3onc(-c4ccc(F)cc4)c23)C1 (stereo unspecified)	2%	6%	-13%	-1%	-14%	6	-37%[inhibitor]	-7%	x
COc1ccc(N2C(=O)c3ccccc3NC23CCCCC3)cc1	u	-1%[57.1 µM]	4%[9.24 µM]	u	8%	-4	-2%	20%	-8%
O=C(O)CSCC(=O)NCc1ccccc1Cl	-2%	-2%	0%	0%	4%	-3	0%	-6%	2%
O=C(NCc1cccnc1)C1CCC(c2ccc(Cl)cc2)CC1 (stereo unspecified)	u	-34%	-16%	15%	u	-24	-17%	-9%	u
CCN=C(N/N=C/c1ccc([N+](=O)[O-])cc1)SC	-3%	3%	-4%	5%	-1%	2	3%	-7%	13%
CCOC(=O)C1=C(O)C(=O)NC(c2ccccc2)=C(OCC)C1	5%	10%[11.6 µM]	4%	-3%	-24%	11	u	u	12%
COc1ccc(N2C(=O)CC(Sc3n[nH]c(-c4ccc(C)cc4)n3)C2=O)cc1 (stereo unspecified)	-20%	-4%	8%	0%	1%	0	1%	-8%	-17%
COc1ccc(NC(=S)Nc2ccc(S(=O)(=O)N3CCOCC3)cc2)c(OC)c1	1%	-11%	0%	1%	-24%	14	-8%	u	-1%
Cc1ccc(S(=O)(=O)NC(=O)Nc2ccc(C)cn2)cc1	10%	-20%	12%	-2%	14%	3	-13%	2%	2%
O=C(Nc1ccc(F)cc1)Nc1ccc(Oc2ncnc3cc(Cl)ccc23)nc1	14%	-1%	0%	-3%	13%	19	-9%	9%	20%
O=C(O)CCCN1C(=O)/C(=C/c2ccc(-c3nc4ccccc4s3)o2)SC1=S	u	u	27%	-1%	3%	2	-2%[9.22 µM]	8%	-10%
COc1ccc(Cl)cc1S(=O)(=O)Nc1noc2ccccc12	14%	-4%	16%	6%	3%	20	2%	3%	-12%
O=C(Nc1ccc(F)c(Cl)c1)c1csc([C@@H]2C[C@H](O)[C@@H](CO)O2)n1	15%	6%	2%	x	-1%	14	x	0%	7%
Cc1cc(NC(=O)CCC(=O)N(c2ccc(F)cc2)C(C(=O)NC2CCCC2)c2cccnc2)no1 (stereo unspecified)	21%	u	14%	1%	7%	28	-8%	7%	-12%
Fc1ccc(CNCc2ccc3c(c2)OCO3)cc1	-6%	-10%	-16%	4%	-3%	u	2%[9.22 µM]	0%	-11%
COc1ccc(OCCOC(=O)c2[nH]c(C)c(C(C)=O)c2C)cc1	-22%	6%	-8%	-24%	u	2	-2%	u	-1%
CCOC(=O)N1CCN(C(=O)c2ccc3oc(CCCc4ccccc4)nc3c2)CC1	-1%	8%	-17%	0%	-12%	-22	-7%	-3%	37%[activator]
O=C(CN(C1CCCCC1)S(=O)(=O)c1ccc(F)cc1)NCCCO	6%	1%	-5%	0%	8%	-16	-3%	2%	-5%
CCOC(=O)c1c(C)[nH]c(C)c1S(=O)(=O)NCc1ccccc1C	-16%	5%	0%	u	-3%	22	-2%	4%	7%
O=C(COc1ccc(-n2cnnn2)cc1)Nc1cc(Cl)cc(Cl)c1	u	-18%	u	12%	-9%	1	10%	u	u
CCN1CCn2c1nc(N1CCCCC1)nc2=O	1%	-13%	2%	-3%	2%	46	-6%	5%	8%
SMILES	HT1080NT lethal	WRN helicase inh	HT1080 IDH1KD tx	MCF10A rereplic	KB-V1 MDR tox	IL1B secr inh	SW480 rerep	KB-3-1 cytotox	ATXN2 expr inh
NS(=O)(=O)c1ccc(Nc2ccc3nonc3c2[N+](=O)[O-])cc1	1%	-3%	4%	-6%	0%	7	u	14%	3%
CC1(C)CC(=O)C(Sc2nnc(-c3ccc(NS(C)(=O)=O)cc3)n2Cc2ccco2)C(=O)C1	18%	-8%	10%	u	0%	22	7%	1%	-10%
c1ccc2[nH]c(CN3CCOCC3)nc2c1	-11%	-4%	2%	6%	-16%	-1	u	0%	-10%
O=CN1CCN(C(=S)Nc2ccc(OC(F)F)cc2)CC1	22%	-10%	1%	5%	-29%	6	-10%	-30%	x
CCOC(=O)c1nnn(-c2nonc2N)c1CSc1nnc(N)s1	11%	-2%	8%	3%	2%	4	-2%	19%	9%
O=S(=O)(c1ccc(SCCOc2ccc(F)cc2)nc1)N1CCCC1	0%	-3%	-13%	26%	u	0	0%	u	x
COc1ccc(C(=O)OCC(=O)Nc2cc(C)on2)cc1S(=O)(=O)N1CCOCC1	2%	-8%	0%	-15%	17%	7	-4%[9.22 µM]	23%	-4%
CN(CC(=O)NCc1ccccn1)S(=O)(=O)c1ccccc1	5%	5%	2%	-1%	13%	12	4%	-1%	0%
COc1ccc(-c2cnc(N)nc2-c2ccc(OCc3ccccc3)cc2O)cc1	u	-11%	u	u	-18%	u	-3%	-1%	-7%
